ALOX12 inh = Primary qHTS assay for inhibitors of human arachidonate 12S-lipoxygenase (ALOX12): Round 2 | Polyunsaturated fatty acid lipoxygenase ALOX12 (Homo sapiens), P18054 | purified 12hLO, xylenol orange hydroperoxide absorbance | Potency, µM (doses to about 108 µM), for the others: at the top dose activity change, negative = inhibition, actives largely listed as inhibitors | 580,000 tested, 1.1% active; active = well fitted inhibition curve with a large enough effect; inconclusive = small, poorly fitted or top-dose-only effect, or another doubt; inactive = no such curve, though single readings can be large or run the other way
Target sequence (P18054 whole entry, looked up): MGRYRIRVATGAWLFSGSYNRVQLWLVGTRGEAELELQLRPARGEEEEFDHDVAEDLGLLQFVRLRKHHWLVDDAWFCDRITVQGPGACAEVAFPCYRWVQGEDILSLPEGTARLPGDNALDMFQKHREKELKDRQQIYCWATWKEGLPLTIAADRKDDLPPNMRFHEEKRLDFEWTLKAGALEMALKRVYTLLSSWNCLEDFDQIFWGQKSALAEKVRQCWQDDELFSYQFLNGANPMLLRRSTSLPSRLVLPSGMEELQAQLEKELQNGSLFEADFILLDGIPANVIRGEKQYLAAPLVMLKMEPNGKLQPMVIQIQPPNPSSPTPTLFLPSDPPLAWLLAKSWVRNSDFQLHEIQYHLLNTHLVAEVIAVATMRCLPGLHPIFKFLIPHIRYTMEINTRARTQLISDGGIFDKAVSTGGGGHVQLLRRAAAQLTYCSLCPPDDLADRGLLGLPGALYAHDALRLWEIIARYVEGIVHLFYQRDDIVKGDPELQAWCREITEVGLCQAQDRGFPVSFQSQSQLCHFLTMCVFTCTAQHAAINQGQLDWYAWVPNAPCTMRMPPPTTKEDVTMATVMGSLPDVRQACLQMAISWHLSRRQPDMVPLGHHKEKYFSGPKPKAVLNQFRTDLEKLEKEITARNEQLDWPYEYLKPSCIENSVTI
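Purified human 12hLO (150 nM final) in 25 mM Hepes, 0.01% Triton X-100, pH 7.0 was preincubated 15 min at room temperature with compound. Then 40 uM arachidonic acid was added, 30 min. Hydroperoxide was read by Fe-XO absorbance ratio 573/405 nm.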
Starred values were filed as active, the others as inactive; ? = inconclusive; [ ] = another dose, or the depositor's remark. % is scaled to controls: 0 for no effect and ±100 for the full control effect; potency is read from the fitted curve at half-maximal effect. Some of the compounds tested; rates above refer to the full screens.

Start of the data: the first 13 entries as a preview:
SMILES	ALOX12 inh
O=C(NCc1ccco1)C1CC(c2ccccc2)CN(C(=O)c2ccccc2F)C1 (stereo unspecified)	?
NCCn1cc(C(=O)N2CC[C@@H](c3ccc4c(c3)OCO4)[C@H](O)C2)nn1	9%
O=C(Cc1ccccc1)NCC1CN(Cc2cccnc2)CC12CN(c1ccccc1)C2 (stereo unspecified)	13%[176 µM]
CCC(C(=O)N1CCC(c2n[nH]c(=O)n2Cc2ccc(OC)cc2)CC1)c1ccccc1 (stereo unspecified)	35µM*
CCNC(=O)N1CCCC(c2nn(C)c(=O)n2CC)C1 (stereo unspecified)	36%[activator]
CN(C)c1cccc2c(S(=O)(=O)NCC3CCN(C(=O)C(=O)c4cccs4)CC3)cccc12	2%
COc1ccc(C(=O)NC2CCN(c3cnn(CC4CC4)c(=O)c3)CC2)cc1	57%[activator]
COc1ccc(C2Cn3nnc(-c4noc(-c5ccc(C)c(F)c5)n4)c3CO2)cc1 (stereo unspecified)	28%
CCOc1ccccc1C(=O)N1CCC(N2C(=O)CCC2C(=O)NCc2ccccc2)CC1 (stereo unspecified)	47%[activator]
CSCC(=O)N1C[C@@H](NC(=O)NC(C)C)C[C@H]1C(=O)N[C@@H](Cc1cccs1)C(N)=O	-2%
CN(C)C[C@@H]1CN(S(C)(=O)=O)C[C@H]1NC(=O)c1ncccn1	59%[activator]
CC(C)CCC(=O)N1CC(c2nnc(-c3ccncc3)o2)C2(CCOCC2)C1 (stereo unspecified)	26%
O=C1[C@H](Cc2ccc(O)cc2)N2C(=O)CCN(C(=O)NCc3ccccc3)[C@H]2CN1Cc1cccc2ccccc12	?

The listing, previewed entries included:
SMILES	ALOX12 inh
O=C(NCc1ccco1)C1CC(c2ccccc2)CN(C(=O)c2ccccc2F)C1 (stereo unspecified)	?
NCCn1cc(C(=O)N2CC[C@@H](c3ccc4c(c3)OCO4)[C@H](O)C2)nn1	9%
O=C(Cc1ccccc1)NCC1CN(Cc2cccnc2)CC12CN(c1ccccc1)C2 (stereo unspecified)	13%[176 µM]
CCC(C(=O)N1CCC(c2n[nH]c(=O)n2Cc2ccc(OC)cc2)CC1)c1ccccc1 (stereo unspecified)	35µM*
CCNC(=O)N1CCCC(c2nn(C)c(=O)n2CC)C1 (stereo unspecified)	36%[activator]
CN(C)c1cccc2c(S(=O)(=O)NCC3CCN(C(=O)C(=O)c4cccs4)CC3)cccc12	2%
COc1ccc(C(=O)NC2CCN(c3cnn(CC4CC4)c(=O)c3)CC2)cc1	57%[activator]
COc1ccc(C2Cn3nnc(-c4noc(-c5ccc(C)c(F)c5)n4)c3CO2)cc1 (stereo unspecified)	28%
CCOc1ccccc1C(=O)N1CCC(N2C(=O)CCC2C(=O)NCc2ccccc2)CC1 (stereo unspecified)	47%[activator]
CSCC(=O)N1C[C@@H](NC(=O)NC(C)C)C[C@H]1C(=O)N[C@@H](Cc1cccs1)C(N)=O	-2%
CN(C)C[C@@H]1CN(S(C)(=O)=O)C[C@H]1NC(=O)c1ncccn1	59%[activator]
CC(C)CCC(=O)N1CC(c2nnc(-c3ccncc3)o2)C2(CCOCC2)C1 (stereo unspecified)	26%
O=C1[C@H](Cc2ccc(O)cc2)N2C(=O)CCN(C(=O)NCc3ccccc3)[C@H]2CN1Cc1cccc2ccccc12	?
Cc1cc(C(=O)NCC2(COc3cnccn3)C[C@@H](O)[C@@H](O)C2)no1 (stereo partly specified)	46%[activator][176 µM]
O=C(c1cc(-c2ccccc2F)n[nH]1)N1CCC2(CCCN(Cc3ccccc3F)C2)C1 (stereo unspecified)	23%
O=C1c2ccccc2C(Cc2ccnc(F)c2)(Cc2ccnc(F)c2)c2ccccc21	155%[activator]
Cc1ccc(Cl)cc1NC(=O)CN1C(=O)NC2(CCCCC2)C1=O	12%
CCc1ccc(CNC(=O)C2CCCCC(=O)N2)cc1 (stereo unspecified)	21%
CCC(=O)Nc1ccc(OCC(=O)NCc2ccccc2OC(C)CC)cc1 (stereo unspecified)	9%
CC(C)(C)c1csc(NC(=O)C[C@H]2NC(=O)c3ccccc3NC2=O)n1	-11%
CCc1ccc(Nc2nc(-c3ccccc3F)no2)cc1	?
CCc1nc2c(c(-c3ccc(Cl)cc3)n1)CN(C(=O)c1ccc(C)cc1)CC2	-25%
COc1cccc(OCc2nc3c(n2Cc2ccccc2)C(=O)N(CC2CCOCC2)CCN3)c1	31%[activator]
CN(C)S(=O)(=O)CCCN1CCC2(CC1)NC(=O)CC2C(=O)O (stereo unspecified)	1%
CCn1cc(Cl)c(C(=O)N2CCc3c(nc4cc(-c5ccccc5)[nH]n4c3=O)C2)n1	41%
COc1ccccc1C(=O)N[C@@H]1CN(c2ncccn2)C[C@H]1CN(C)C	16%
CCCNC(=O)N1C[C@@H]2CCCN3CCC[C@@H]([C@H]23)[C@H]1CCCC(=O)NC	34%[activator]
COc1cc(CNCc2cnn(C)c2C)ccc1OCC(O)CN1CCSCC1 (stereo unspecified)	31%
CCc1nc(CN(C)Cc2cc3n(n2)CCN(C(=O)N(C)C)C3)no1	?
CC(C)CCN1CCC(N2CCN(S(=O)(=O)c3ccc(CC(C)C)cc3)CC2)C1=O (stereo unspecified)	31%
CN(C)c1cc(N2CCCC(NC(=O)C3CCC3)C2)ncn1 (stereo unspecified)	10%
C=CCNC(=O)N1CC[C@H]2CC(=O)N(CCc3cccc(OC)c3OC)CC[C@H]2C1	-24%[176 µM]
CCn1cc(-c2ccc(Cl)cc2)cc1C(=O)N1CCN(c2ccccn2)CC1	9%
CN(C)C(=O)c1cc2cccnn2n1	66%[activator][176 µM]
CCOc1ccc(CN2C[C@@H]3C(=O)N(CCN4CCc5ccccc5C4)C(=O)[C@@H]3C2)cc1	18%
COc1ccc(CC(=O)Nc2ccc(N3CCC(NCCc4c(C)n[nH]c4C)CC3)cc2)cc1	66%[activator]
COc1ccc(CN2C(=O)[C@@H]3C[C@@H](CN3C(=O)c3ccc(Cl)cc3)Oc3ccccc32)cc1	-4%
COc1ccccc1N1CCN(CC[C@H]2CN(C(=O)N3CCOCC3)CC[C@H]2CC(=O)O)CC1	?
CN(CC1CCCCO1)C(=O)c1coc(COc2ccc3c(c2)OCO3)n1 (stereo unspecified)	?
COc1ccc(NC(=O)N2C[C@@H]3C[C@H](C2)c2ccc(NC(=O)c4ccccc4)c(=O)n2C3)cc1	-23%
COc1ccc(C(=O)NCC2CCOC2)cc1OC1CCN(C(C)C)CC1 (stereo unspecified)	34%[activator]
NC(=O)N1CCCC(C(=O)N2CCCN(c3ccc(F)cc3)CC2)C1 (stereo unspecified)	27%
COCCOCC1(CNCc2cn(C)c3ccccc23)C[C@@H](O)[C@@H](O)C1 (stereo partly specified)	4%[176 µM]
CCn1ncc(N2CCCC(CC(=O)N3CCN(c4ccccc4)CC3)C2)cc1=O (stereo unspecified)	4%
CN(C)c1cccc(C(=O)Nc2ccc3ncnc(N4CCCCC4)c3c2)c1	24%
O=C(O)CCC(=O)N1CC[C@@H]2[C@H]1C(=O)N(c1ccc(F)c(Cl)c1)C(=O)N2Cc1ccccc1	44%
Cc1ccc2nc(CO[C@H]3CN(C(=O)C4CCOCC4)C[C@H]3F)[nH]c2c1	-16%[176 µM]
Cc1cc(-c2cc3c(ccn3C(C)C)c(C(=O)NCc3c(C)cc(C)[nH]c3=O)n2)ccn1	9%[176 µM]

Marked active in ALOX12 inh (from the list above):
SMILES	ALOX12 inh
CCC(C(=O)N1CCC(c2n[nH]c(=O)n2Cc2ccc(OC)cc2)CC1)c1ccccc1 (stereo unspecified)	35µM*

(cont.)
SMILES	ALOX12 inh
CC(C)OCCCNC(=O)c1ccc(N2CC3CC(C2)[C@H]2CCCC(=O)N2C3)nc1 (stereo partly specified)	10%
N#Cc1ccc(CN2CCCC3(COc4ccccc4[S+](=O)([O-])N3)C2)cc1 (stereo unspecified)	2%[6.33 µM]
CN1C[C@H](NCc2ccc(F)cc2)CCC[C@@H](C(=O)N(C)Cc2cccnc2)CC1=O	45%[activator][176 µM]
CC1=C[C@@H](CN2CCN(c3ccccc3)CC2)[C@H](C(C)C)C[C@H]1Cc1nnc(-c2cncn2C)o1	5%
NC(=O)c1ncn([C@@H]2O[C@H](C(=O)N[C@H](Cc3c[nH]c4ccccc34)C(=O)N3CCN(C(=O)N4CCOCC4)CC3)[C@@H](O)[C@H]2O)n1	-5%
Cc1ccccc1-c1[nH]nc2ncc(-c3cccc(O)c3)nc12	?
Cn1cnc(CCNC(=O)[C@@H]2[C@@H](CO)[C@@H]3Cn4c(cccc4=O)[C@H]2N3C(=O)Nc2ccccc2)c1	?
CCn1nc(-c2ccc(OC)nc2)nc1N(C)C	?
O=C(NC1CCCCC1)N1C2CCC1CN(C1CCNCC1)C2	12%[6.33 µM]
CCCN(CC1CC1)C(=O)c1ccc2c(c1)C(O)CCCCCN2C (stereo unspecified)	43%[activator]
c1coc(-c2nnc([C@H]3CCN(Cc4cc5ccccc5o4)C3)o2)c1	23%[176 µM]
CCNC(=O)c1cccnc1OC1CCN(C(=O)CCCc2ccccc2)C1 (stereo unspecified)	-6%
Cc1ncc2n1C(=O)N(C1CCN(Cc3cccc4ccccc34)CC1)C2	?
CCCN1CCCCC12Cc1ccccc1CN(C(=O)CNC(C)=O)C2 (stereo unspecified)	2%[6.33 µM]
COc1ccc(CC2=NN3C([C@@H](CCc4ccccc4)[C@@H](C)O)=NC(C)C3C(=O)N2)cc1OC (stereo partly specified)	?
Cc1noc(-c2ccn3c(CNC(=O)c4ccccn4)nnc3c2)n1	85%[activator]
COc1cccc(CN2CCCC(O)(CN3CCCCC3)C2=O)c1 (stereo unspecified)	7%
O=C(O)C1CCc2nnc(C3CCN(C(=O)c4cccc(Cl)c4)CC3)n21 (stereo unspecified)	?
Clc1cccnc1-c1cc(NCc2ccccn2)nc2[nH]ccc12	111%[activator]
CS(=O)(=O)N1CCCN(C(=O)CN2CCCC2=O)CCNC(=O)CC1c1ccccc1 (stereo unspecified)	40%[activator]
CCCNC(=O)C1COC2(CCN(C(=O)c3ccco3)CC2)N1C(=O)c1ccc(F)cc1 (stereo unspecified)	16%
COCCOC1CN(C2CCNCC2)C12CCCCC2 (stereo unspecified)	60%[activator]
O=C(NCC1CCOCC1)NC1CCCC1	17%
CCc1ccc(S(=O)(=O)N2CCC(Oc3ncccc3C(=O)N3CCOCC3)C2)cc1 (stereo unspecified)	-4%
COCCc1noc(-c2nc(-c3ccc4c(c3)OCO4)no2)n1	36%
COCCOC1CCOC2(CCN(C(=O)C3(c4ccccc4)CC3)CC2)C1 (stereo unspecified)	10%
CC(=O)N1CCC([C@@H]2CN(C(=O)c3ccc(Br)o3)C[C@H]2CO)CC1	7%
Cc1cc(NN=Cc2ccccn2)nc2c(C)cccc12	0%
O=C(Cn1ccn2nc(-c3ccc(F)cc3)c(CO)c2c1=O)Nc1ccc2c(c1)CCC2	12%
CN1CCC(NC(=O)C2(C)CCCc3cnc(NCc4ccccc4)nc32)CC1 (stereo unspecified)	-19%[176 µM]
COC1CCC12CCN(C(=O)c1cccnc1)CC2 (stereo unspecified)	4%
COCc1nc(C2CCCN(C(=O)NCc3ccccc3)C2)no1 (stereo unspecified)	14%
COc1ccc(-c2cc(C[C@H]3CNCC[C@H]3CC(=O)Nc3ccccc3)no2)cc1	6%[176 µM]
CNC(=O)Nc1ccc(C2(C(=O)NCc3ccc(F)cc3Cl)CCC2)cc1	29%
C[C@@H]1COc2cc(NCCO)ccc2S(=O)(=O)N1	?
CC(C)C(=O)N1CCC(CCOc2ccc(F)cc2)C1 (stereo unspecified)	12%
O=C1CCC2(C(=O)NCCc3ccccc3)CCCC=C2N1c1ccccc1 (stereo unspecified)	44%
C[C@H]1CN(C(=O)OC(C)(C)C)CCN1c1ccc(N2CC[C@@H](O)C2)c(C#N)c1	-22%
Cc1ccc(C2=NC3(CCN(C(=O)c4cccc(Cl)c4)CC3)ON2)cc1	-17%
O=C(CCc1c[nH]c2ccccc12)N1CCC(c2nccn2CC2CC2)CC1	0%
COc1ccc(CCNC(=O)CN2C(=O)C(c3ccccc3)=NC2(C)C)cc1OC	20%
Cc1ccc(C2NC(=O)N(CC(=O)Nc3ccccc3C(C)C)C3=C2C(=O)OC3)cc1 (stereo unspecified)	-27%
COc1ccc(C(=O)N2CCOC[C@H](Oc3ccc(C(F)(F)F)cc3)C2)cc1	13%[176 µM]
OCCN1C[C@H](O)[C@@H](O)[C@H](O)[C@@H]1CO	22%[57.4 µM]
c1ccc(C2=NOC3(CCN(Cc4c[nH]c5ccccc45)CC3)C2)cc1	?
COc1ccc(C(C)c2cc3c(cc2OCC(=O)O)OCO3)cc1 (stereo unspecified)	?
c1ccc(CC2=NOC3(CCN(C4CCCCC4)CC3)C2)cc1	0%[6.33 µM]
Cc1ccc(CN2CCc3oc(C)c(C(=O)NCCN4CCCCC4)c3C2)cc1	27%
COc1ccc2[nH]c3c(c2c1)CCNC31CCN(C(=O)c2c(C)noc2C)CC1	-5%
C[C@H]1CN(C(=O)c2nn(C)c3ccccc23)C[C@@H]1c1nc(-c2ccncc2)no1	31%[activator]
Cc1nc(-c2cccc(Cl)c2)n(CC(=O)Nc2ccc(C(F)(F)F)cc2)c(=O)c1CCO	?
CCC1Oc2ccc(NC(=O)COc3ccccc3)cc2CN(Cc2ccccc2Cl)C1=O (stereo unspecified)	-4%
O=C(c1cccs1)N1CCc2n[nH]c(=O)n2CC1	47%[activator]
Cc1noc([C@@H]2C[C@H](NC(=O)c3cccnc3)CN2C)n1	1%[176 µM]
CC(C)(C)CC(=O)N[C@@H]1C=C(C(=O)NCCC(N)=O)C[C@@H](O)[C@@H]1O	28%[176 µM]
COc1ccc(-c2nnc(C[C@@H]3C[C@@H](C(C)C)[C@H](CN(C)CCC#N)C=C3C)o2)cc1	-7%[176 µM]
CN(C)C1CCN(C(=O)c2ccc(NC(=O)Nc3nc(N4CCOCC4)nc(N4CCOCC4)n3)cc2)CC1	?

Screening data: PubChem, National Center for Advancing Translational Sciences (NCATS)
